Tb PGK inh: T. brucei PGK inhibition; AID 602233; 380,000 tested, 0.043% active; P07378; Potency, µM (doses to about 57.5 µM), for the others: top-dose activity change, negative = inhibition, hits mostly inhibitors; PGK/GAPDH coupled, Kinase-Glo luminescence, 60 min; also: potency is read from the fitted curve at half-maximal effect; % is scaled to controls: 0 for no effect and ±100 for the full control effect; nearly all actives have a fitted effect of over 60% in size
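Recombinant glycosomal PGK reaction used 1,3-bisphosphoglycerate generated in-well by GAPDH (100nM final) in 100mM TEA pH 7.6, 5mM MgCl2, 0.01% Tween-20. After 60 minutes at room temperature, ATP was read by Kinase-Glo Plus luminescence end-point.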
USP1-UAF1 inh: USP1/UAF1 (human) deubiquitinase inhibition; O94782; AID 743255; Potency, µM (series often up to 57.1 µM), inactives show at the highest dose activity change, negative = inhibition, hits mostly inhibitors; recombinant USP1/UAF1, Ub-Rhodamine cleavage fluorescence; 390,000 tested, 0.23% active; also: potency is read from the fitted curve at half-maximal effect; % is scaled to controls: 0 for no effect and ±100 for the full control effect; nearly all actives have a fitted effect of over 60% in size; inactives centre near -12
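USP1/UAF1 complex at 1 nM was preincubated with compound for 15 min at room temperature, then Ub-Rho substrate (150nM final) was added. Fluorescence (480/540 nm) was read kinetically, 6 reads every 60 seconds.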
HP1b binding inh: inhibitors of HP1-beta chromodomain binding to methylated histone tails. AID 540317. AlphaScreen HP1-beta / biotin-H3K9me3 peptide binding. 390,000 tested, 0.56% active. Potency, µM (doses to about 114 µM), without a hit: at the highest dose activity change, negative = inhibition, hits mostly inhibitors. P83916; also: potency is read from the fitted curve at half-maximal effect; nearly all actives have a fitted effect of over 70% in size; inactives centre near 23
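AlphaScreen: HP1-beta (50 nM) preformed 30 min with biotin-H3(1-18)K9me3 peptide (50 nM) in PBS pH 7.4, 0.01% Tween-20. Compound added for 30 min at RT, then streptavidin donor/nickel chelate acceptor beads (10 ug/mL) for 30 min.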
TrxR1 substrate: rat thioredoxin reductase 1 substrate activity; O89049; purified TrxR1 substrate turnover, NADPH consumption readout; Potency, µM (top dose mostly 114 µM), inactives show at the highest dose activity change, negative = substrate turnover; 390,000 tested, 0.01% active; also: potency is read from the fitted curve at half-maximal effect; % is scaled to controls: 0 for no effect and ±100 for the full control effect; nearly all actives have a fitted effect of over 50% in size
Target sequence (O89049 whole entry, looked up): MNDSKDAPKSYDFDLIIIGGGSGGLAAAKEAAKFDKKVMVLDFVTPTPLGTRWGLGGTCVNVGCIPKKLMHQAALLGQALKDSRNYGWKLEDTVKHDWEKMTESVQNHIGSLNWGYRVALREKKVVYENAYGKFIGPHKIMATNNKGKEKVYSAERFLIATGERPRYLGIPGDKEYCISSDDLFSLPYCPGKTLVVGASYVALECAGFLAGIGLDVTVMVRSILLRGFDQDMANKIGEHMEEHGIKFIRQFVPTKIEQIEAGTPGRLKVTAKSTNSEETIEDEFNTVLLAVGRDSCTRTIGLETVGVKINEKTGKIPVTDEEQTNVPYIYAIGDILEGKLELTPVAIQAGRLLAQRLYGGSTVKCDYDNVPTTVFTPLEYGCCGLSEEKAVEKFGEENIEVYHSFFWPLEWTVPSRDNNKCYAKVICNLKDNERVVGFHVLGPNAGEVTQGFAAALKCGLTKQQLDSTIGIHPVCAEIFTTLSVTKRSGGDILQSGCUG
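Rat TrxR1, dispensed at 90 nM, was prereduced with 400 uM NADPH (final) for 5 min at ~22 deg C, then incubated with compound 15 min before 400 uM selenite. A first-read NADPH fluorescence drop versus no-compound background flagged substrates.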
GLS inhibitor: inhibitors of human glutaminase (GLS). GLS enzymatic activity, qHTS titration. Potency, µM (top dose mostly 45.5 µM), without a hit: top-dose activity change, negative = inhibition, actives largely listed as inhibitors. 410,000 tested, 0.21% active. AID 624170; also: potency is read from the fitted curve at half-maximal effect; % is scaled to controls: 0 for no effect and ±100 for the full control effect
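Enzyme dispensed in phosphate buffer (45 mM, pH 8.2, 0.02% Tween-20), compounds pinned in, then 1 mM L-glutamine solution and the glutamate oxidase–HRP–Amplex Red mix added; fluorescence read immediately and again after 30 min at room temperature.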
mIDH1 inhibitor: human IDH1 R132H inhibition. O75874. IDH1-R132H enzyme, NADPH consumption, diaphorase/resazurin fluorescence. Potency, µM (series often up to 76.6 µM), inactives show at the highest dose activity change, negative = inhibition, most hits filed as inhibitors. 390,000 tested, 0.093% active. AID 602179; also: potency is read from the fitted curve at half-maximal effect; % is scaled to controls: 0 for no effect and ±100 for the full control effect; nearly all actives have a fitted effect of over 65% in size
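IDH1-R132H (0.5 ug/mL) preincubated 30 min with compound, then NADPH (0.016 mM) and alpha-KG (2 mM) added; 80 min at RT, pH 7.5. Remaining NADPH coupled via diaphorase/resazurin to fluorescence (540/590 nm); concentration-response curves normalized to no-enzyme control.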
TrxR1 inh: inhibitors of rat thioredoxin reductase 1; O89049; recombinant rTrxR1, NADPH fluorescence consumption, selenite substrate; Potency, µM (highest dose often 114 µM), for inactives: at the top dose activity change, negative = inhibition, usual class: inhibitors; 390,000 tested, 1% active; AID 588453; also: potency is read from the fitted curve at half-maximal effect; % is scaled to controls: 0 for no effect and ±100 for the full control effect; nearly all actives have a fitted effect of over 65% in size
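Rat TrxR1 (90 nM in the dispensed reagent) was pre-reduced with 400 uM NADPH for 5 min at room temperature, then incubated with compound for 15 min. After 400 uM selenite was added, NADPH fluorescence (Ex 340/Em 450 nm) was followed for 8 min.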
PI4K2A inh: inhibitors of human PI4K2A; purified PI4K2A, ADP-Glo luminescence, 1 h; stronger effect = lower value; AID 1346378; activity change, negative = inhibition, % at 76.9 µM; Q9BTU6; 420,000 tested, 0.13% active; in the data active = activity change below about -50%; inconclusive = mostly about -30% to -49%;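 also: -100% = wells without enzyme as full effect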
Target sequence (Q9BTU6 whole entry, looked up): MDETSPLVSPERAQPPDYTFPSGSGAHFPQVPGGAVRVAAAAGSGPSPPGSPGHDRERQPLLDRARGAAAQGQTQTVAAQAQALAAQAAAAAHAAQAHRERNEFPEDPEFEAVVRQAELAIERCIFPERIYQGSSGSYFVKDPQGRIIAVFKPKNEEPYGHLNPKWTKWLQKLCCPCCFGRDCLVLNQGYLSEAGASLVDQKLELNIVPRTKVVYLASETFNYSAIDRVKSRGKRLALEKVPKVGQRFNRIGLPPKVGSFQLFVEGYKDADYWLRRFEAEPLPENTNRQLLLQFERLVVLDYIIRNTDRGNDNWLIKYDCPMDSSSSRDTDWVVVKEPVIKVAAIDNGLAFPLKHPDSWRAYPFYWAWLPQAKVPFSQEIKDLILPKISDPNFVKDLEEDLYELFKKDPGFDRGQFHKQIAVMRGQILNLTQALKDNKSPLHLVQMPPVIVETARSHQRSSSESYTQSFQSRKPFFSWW
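Compounds are screened against recombinant PI4K2A using PI as substrate and ATP, the latter dispensed at 300 microM. Reactions run one hour at ambient temperature before ADP-Glo detection; full inhibition defined by wells lacking enzyme.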
Pin1 inh: human Pin1 inhibition; Q13526; Pin1 FP peptide displacement, HiFluor488, 10 min; Potency, µM (highest dose often 115 µM), for the others: at the top dose activity, negative = inhibition, actives largely listed as inhibitors; 390,000 tested, 0.009% active; AID 504891; active = well fitted inhibition curve with a large enough effect in the polarisation, with a control signal flat, not every such curve was filed as active; inconclusive = small, poorly fitted or top-dose-only effect, or effect the other way, or a change in a side signal; inactive = no such curve, though single readings can be large or run the other way; the % refers to the polarisation; also: potency is read from the fitted curve at half-maximal effect; % is scaled to controls: 0 for no effect and ±100 for the full control effect
Numbers without * were called inactive; i = inactive; ? = inconclusive; · = not tested or not shown; [ ] = another dose, or the depositor's remark. Unless noted, calls follow the shape of the dose curve; as a rule, active = well fitted curve in the direction sought with a large enough effect; inconclusive = small, poorly fitted or top-dose-only effect, or another doubt; inactive = no such curve, though single readings can be large; an effect the other way counts as inactive or inconclusive.

SMILES	Tb PGK inh	USP1-UAF1 inh	HP1b binding inh	TrxR1 substrate	GLS inhibitor	mIDH1 inhibitor	TrxR1 inh	PI4K2A inh	Pin1 inh
C[C@@H]1CN([C@H](C)CO)C(=O)CCCn2cc(nn2)CO[C@H]1CN(C)S(=O)(=O)c1ccc2c(c1)OCCCO2	0%	-10%	·	·	1%	-4%	·	-2	·
NC(=O)c1nsc(C(=O)N(CC(=O)NCc2ccccc2)c2cccc(F)c2)c1N	i	-8%	27%	-5%[57.1 µM]	-7%	-3%	19%[57.1 µM]	1	3%
Cc1ccc(C)c(C(C)NC(=O)Cc2cccs2)c1 (centres undefined)	2%	-17%	52%[activator]	7%[57.1 µM]	?	5%	13%[57.1 µM]	0	-4%
Nc1nnc(COc2cccc(C(F)(F)F)c2)s1	i	-11%	8%	3%[57.1 µM]	4%	2%	7%[57.1 µM]	-3	-1%
NNC(=O)c1sc2nc(N3CCOCC3)c3c(c2c1N)CCCC3	-1%	-27%	34%	30%[activator]	5%	16%	4%	1	9%
Cc1ccc(C(=O)C2CCN(C(=S)NCCCOC(C)C)CC2)cc1	9%	3%	49%[activator]	-2%	12%	1%	-6%	1	0%
Cc1ccc(S(=O)(=O)NNC(=O)c2ccc3ccccc3n2)cc1	2%	-2%	36%[activator]	-1%	22%	-12%	21%	-5	-1%
CCC(CC)C(=O)Nc1nnc(SCc2cc(=O)n3cccc(C)c3n2)s1	3%	-13%	15%[57 µM]	-3%[57.1 µM]	8%	-5%	7%[57.1 µM]	-4	5%
O=C(NCc1ccco1)Nc1ccccc1Cl	-3%	-9%	16%	15%[57.1 µM]	-1%	13%	-7%[57.1 µM]	2	1%
c1cn2c(NC3CCCC3)c(-c3ccc(N4CCOCC4)cc3)nc2cn1	7%	-25%	38%	7%[57.1 µM]	19%	-3%	10%[57.1 µM]	-8	?
O=C(C[C@H]1C/C=C\CC[C@@H](Cc2ccc(F)cc2)C(=O)OC[C@H]2CCCN2C1=O)N[C@@H](CO)Cc1ccccc1	-1%	?	14%	7%[57.1 µM]	1%	6%	9%[57.1 µM]	1	3%
CC1CCCCC12NC(=O)N(CC(=O)Nc1ccc(OC(F)F)cc1)C2=O (centres undefined)	8%	-8%	34%	-1%	-1%	1%	1%	3	0%
CCN(C(=O)c1ccc(Br)cc1)c1ccccc1	i	-11%	52%[activator]	-1%[57.1 µM]	-6%	3%	13%[57.1 µM]	3	-3%
Cc1ccc(OCC(=O)Nc2ccc3c4c(cccc24)CC3)c(C)c1	i	-17%	-4%	7%[57.1 µM]	12%	-3%	25%[57.1 µM]	-2	-2%
CC(C)C(c1nnnn1C1CCCCC1)N1CCN(C(=O)c2ccco2)CC1 (centres undefined)	-3%	-3%	5%	1%[57.1 µM]	-6%	5%	7%[57.1 µM]	2	2%
Cn1cncc1C#Cc1c(-c2ccc(S(C)(=O)=O)cc2)sc2ccccc12	-10%	-20%	63%[activator]	72%[activator]	-1%	10%	-5%	-3	15%
CC1CCN(Cc2c(C(=O)N/N=C/c3ccc(C(C)(C)C)cc3)nnn2-c2nonc2N)CC1	-6%	-5%	21%	-5%	-6%	-6%	-9%	-1	2%
NC(=O)c1cc(-c2ccncc2)nc2ccc(Cl)cc12	i	-4%	13%	3%[57.1 µM]	1%	-2%	12%[57.1 µM]	2	5%
Cc1ccc(CSCC(=O)Nc2c(C)n(C)n(-c3ccccc3)c2=O)cc1	-7%	4%	23%	-1%	5%	8%	11%	0	-3%
CCCn1c(=O)[nH]c(=O)c2c1nc(-c1ccc(OC)c(Br)c1)n2CCOC	-5%	-13%	40%[activator]	9%[57.1 µM]	5%	7%	16%[57.1 µM]	4	0%
CC(=O)C1C(c2ccncc2)NC(=O)NC1(O)C(F)(F)F (centres undefined)	-8%	1%	-3%	3%	11%	5%	13%	-4	-2%
COC(=O)C(NC(=O)c1ccccc1)c1ccccc1 (centres undefined)	i	-16%	18%	-2%	-10%	10%	2%	5	-4%
CCN1C(=O)C(Cc2nc3ccccc3c(=O)n2-c2ccc(OC)cc2)c2ccccc21 (centres undefined)	·	-8%	16%	7%	-1%	·	35%	-2	-2%
COc1ccc(CCNC(=O)Cc2cc3c(cc2[N+](=O)[O-])OCO3)cc1OC	-5%	-13%	26%	3%[11.4 µM]	-5%	6%	0%[11.4 µM]	-7	-6%
CCC(NS(=O)(=O)c1ccc(C)cc1)C(=O)O (centres undefined)	-8%	-10%	17%	-9%	3%	13%	14%	4	-4%
CC(C)(C)NS(=O)(=O)c1ccc(CCC(=O)NCc2ccc3c(c2)OCO3)cc1	·	-6%	10%	8%	-9%	3%	24%	6	-7%
O=S(=O)(c1ccc(Br)cc1)c1nnn2c1nc(NC1CCCCCC1)c1sccc12	i	?	20%	0%	4%	?	19%	3	-12%
COc1nc(NCCC2=CCCCC2)nc(OC)n1	-6%	-5%	1%	5%[57.1 µM]	20%	17%	10%[57.1 µM]	-7	3%
Cc1cc2ncn(CC(O)COC3CCCCC3)c2cc1C (centres undefined)	-1%	-18%	39%	-2%	11%	2%	3%	0	-9%
CNC(=O)/C(C#N)=C/c1c(N2CCN(c3cccc(Cl)c3)CC2)nc2c(C)cccn2c1=O	-4%	-9%	-19%	160%[activator][57.1 µM]	-16%	-3%	56%[activator][57.1 µM]	1	?
Clc1ccc(-c2noc(CN(Cc3ccccn3)CC3CCCO3)n2)cc1 (centres undefined)	0%	-5%	49%[activator]	-9%[57.1 µM]	1%	7%	25%[57.1 µM]	-3	-5%
Cn1c(N=NC(=O)c2ccccc2)c(O)c2ccccc21	-7%	-21%	32µM*	2%[57.1 µM]	?	11%	0%[57.1 µM]	-12	0%
CCCn1c(=O)c(C(=O)NNS(=O)(=O)c2ccc(NC(=O)OC)cc2)c(O)c2ccccc21	i	-10%	-4%	4%	5%	0%	21%	-2	12%
O=C(O)c1cnc(-c2ccccc2)nc1C(F)(F)F	4%	?	46%[activator]	1%[57.1 µM]	39%[activator]	-9%	-5%	1	-15%
O=C(Cn1cc(C(F)(F)F)ccc1=O)NCC1CCCO1 (centres undefined)	-8%	-15%	47%[activator]	13%	0%	13%	17%	-5	4%
CCNc1nnc(CSc2nc3ccccc3s2)s1	-4%	-6%	56%[activator]	3%	-6%	0%	-8%	-2	-1%
Cc1ccc(NC(=O)Cn2nc(C)c(S(=O)(=O)N(C)C)c2C)cc1	-3%	-4%	10%	3%	-2%	-7%	14%	0	7%
Cc1ccccc1-c1cc(C(=O)Nc2nc3c(s2)CCCC3)c2ccccc2n1	19%	-27%	-32%	-4%	-6%	1%	-8%	-5	5%
Cc1ccc(C2CC(c3cccc(Br)c3)n3nc(N)nc3N2)cc1 (centres undefined)	-6%	-6%	23%	-3%[57.1 µM]	20%	2%	-7%[57.1 µM]	-2	2%
O=C(/C=C/c1ccco1)N(c1ccccn1)c1ccccn1	?	-16%	32µM*	-5%	110%[activator]	-3%	-46%	-8	?
Cc1ccccc1/C=c1\s/c(=C\C(=O)C(C)(C)C)[nH]c1=O	-9%	-19%	12%	3%[57.1 µM]	1%	2%	11%[57.1 µM]	0	-5%
CCN(C(=O)CSc1nc2ccccc2n1Cc1cc(C)ccc1C)c1ccccc1	0%	-14%	-14%	6%[57.1 µM]	-15%	-10%	25%[57.1 µM]	5	3%
O=S(=O)(Nc1ccc(Cc2ccncc2)cc1)c1ccc(Cl)cc1	-14%	-11%	23%	6%[57.1 µM]	4%	-3%	14%[57.1 µM]	-1	1%
COCc1c(C(=O)N/N=C/c2ccco2)nnn1-c1nonc1N	5%	-17%	25%	5%[57.1 µM]	-9%	1%	15%[57.1 µM]	1	3%
CC1CCC2(CC1)NC(=O)N(NC(=O)C1CCN(C(=O)c3ccc(Cl)cc3)CC1)C2=O (centres undefined)	1%	-21%	16%	-1%[57.1 µM]	6%	-14%	-3%[57.1 µM]	1	4%
O=C1/C(=C/c2cccc(Cl)c2)CSc2sccc21	-1%	-20%	92%[activator]	-19%[57.1 µM]	-12%	3%	20%[57.1 µM]	1	0%
CCOC(=O)C1=C(CC)Nc2ccccc2N/C1=N\S(=O)(=O)c1ccc2ccccc2c1	-2%	-24%	24%	-6%	-9%	5%	19%	-1	-4%
Cn1nccc1C(=O)Nc1ccc(S(=O)(=O)N2CCCC2)cc1	-7%	-12%	21%[57 µM]	2%	-11%	-8%	3%	0	-3%
CC(=O)C(C(C)=O)C1(O)C(=O)c2ccccc2C1=O	-7%	7.9µM*	51%[activator]	-7%	3%	2%	-5%	?	?
O=C(NC1CCN(Cc2cccc([N+](=O)[O-])c2)CC1)c1ccccc1	3%	-7%	24%	3%	2%	-2%	18%	1	1%
COc1cc(OC)cc(-c2oc(=O)c3cc(OC)c(OC)cc3c2/C=C/c2ccc(F)cc2)c1	-6%	-24%	40%[activator]	16%	1%	3%	3%	-5	17%
O=C(CN(CCO)Cc1ccccc1)N1CCN(S(=O)(=O)c2ccccc2)CC1	i	?	·	·	0%	2%	·	-2	·

Compound activity deposited in PubChem by National Center for Advancing Translational Sciences (NCATS).

This is a subset (hit frequency here may not be typical).
